MrgX1 PAM: positive allosteric modulators of MrgX1, primary screen, HEK293 cells, Fluo-4 calcium flux | FDSS; stronger effect = higher value | B-score at 10 µM | 0.63% of 310,000 active | AID 588675, 2011;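 active means plate-corrected calcium response at least 3 library SD above typical, normal starting fluorescence, not activating the receptor alone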;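 further: compound read alongside a low EC10 to EC30 dose of BAM8-22 agonist; peak minus trough fluorescence over baseline measured at the second addition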
HDAC3 inhib: HDAC3 deacetylase inhibitors, primary screen, biochemical, fluorescence, cell-free homogeneous; inhibition, % at 8.3 µM; 0.15% of 320,000 active; Histone deacetylase 3 (Homo sapiens), O15379; recombinant HDAC3, fluorogenic peptide/trypsin coupled; in the data active means inhibition above about 26%, passing the limit was not always enough
RGS4 inh: RGS4 inhibitors, primary screen, cell-based, HEK293 M3R inducible RGS4, calcium flux; Regulator of G-protein signaling 4 (Homo sapiens), P49798; Fluo-4 calcium flux; stronger effect = higher value; triggered by carbachol at its EC20; B-score at 10 µM; 0.45% of 310,000 active;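 active means B-score, a plate-corrected calcium signal, over three deviations above library mean, with baseline fluorescence within five deviations of library mean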;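 further: RGS4 expression induced by doxycycline in cells with stable M3 receptor; B-score is computed from the integrated fluorescence ratio over baseline after carbachol; higher B-score means a larger calcium signal and so more RGS4 inhibition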
MrgX1 ag: agonists of human MrgX1 receptor, primary screen, HEK293 cells, Fluo-4 calcium flux; B-score at 10 µM; Fluo-4 calcium fluorescence, agonist mode; stronger effect = higher value; Mas-related G-protein coupled receptor member X1 (Homo sapiens), Q96LB2; 0.44% of 310,000 active;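 active means calcium response B-score plate-corrected fluorescence ratio at least 3 library SD, with starting fluorescence B-score inside 5 SD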
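System – MrgX1-expressing HEK293 cells · Incubation – cells plated overnight, dye loaded 0.5 h 37 °C, 0.5 h room temperature · Technique – kinetic Fluo-4 NW fluorescence of intracellular calcium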
RGS4 pot: RGS4 potentiators or activators, primary screen, cell-based, HEK293 M3R inducible RGS4, calcium flux | carbachol calcium flux Fluo4; stronger effect = lower value | B-score at 10 µM | 0.92% of 310,000 active | AID 463111, 2010;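 active means B-score of the integrated calcium signal more than 4 SD below the library mean, with starting fluorescence not abnormally high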;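 further: negative B-score means reduced calcium response which marks RGS4 activation or potentiation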
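System: HEK293 FlpIn-TREx cells, stable M3R, doxycycline-inducible RGS4. Timing: overnight RGS4 induction, 30 min dye load 37 °C, 20 min compound RT. Also added: carbachol, ECmax concentration. Measured by: Fluo4 fluorescence kinetic imaging of calcium. Evaluation: integrated calcium ratio converted to B score.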
SKKanGAS inh: S. pyogenes SKKanGAS growth inhibitors in kanamycin, primary screen, streptokinase expression inhibitor project, SKKanGAS strain, BacTiter-Glo luminescence. 6 h. 1.3% of 300,000 active. inhibition, % at 7.5 µM. AID 1662, 2009;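 active means mean replicate score, as percent of positive control median, at least 50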;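 further: strain carries kanamycin resistance gene driven by streptokinase promoter and grows in 40 µg/ml kanamycin; loss of luminescence reflects streptokinase promoter inhibition or plain growth inhibition; 0% = median of DMSO wells and 100% = positive control at its reference dose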
MrgX1 antagonist: antagonists of human MrgX1 receptor, primary screen, HEK293 cells, Fluo-4 calcium flux; BAM8-22 antagonism; stronger effect = lower value; 1.3% of 310,000 active; B-score at 10 µM; AID 588676, 2011;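 active means calcium-response B-score plate-corrected more than 3 library SD below zero, starting fluorescence within 5 deviations, no agonist response on first addition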;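 further: peak minus trough fluorescence over baseline after final BAM8-22 challenge near maximal dose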
TMEM16A inh: TMEM16A chloride channel inhibitors, primary screen, cell-based, HTS; Anoctamin-1 (Mus musculus), Q8BHY3; HEK293 TMEM16A/YFP iodide influx fluorescence, ionomycin; normalized B-score (activity score, 25-100; higher = stronger inhibition) at 10 µM; 1.2% of 310,000 active; AID 588511, 2011;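 active means ratio plate-corrected score three or more library SD toward inhibition, starting fluorescence score within five deviations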;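 further: score derived from kinetic fluorescence span divided by baseline fluorescence per well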
TRPC6 activator: mouse TRPC6 channel activators, primary screen, cell-based, HEK293, membrane potential dye; AID 2550, 2010; 0.13% of 310,000 active; B-score at 10 µM; HEK293-TRPC6 membrane potential dye fluorescence; stronger effect = higher value;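 active means B-score of the integrated fluorescence ratio above library mean plus 3 SD, and starting fluorescence ratio within library mean plus 5 SD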;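 further: higher score means more depolarization so channel activation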
Target sequence (Q61143 whole entry, looked up): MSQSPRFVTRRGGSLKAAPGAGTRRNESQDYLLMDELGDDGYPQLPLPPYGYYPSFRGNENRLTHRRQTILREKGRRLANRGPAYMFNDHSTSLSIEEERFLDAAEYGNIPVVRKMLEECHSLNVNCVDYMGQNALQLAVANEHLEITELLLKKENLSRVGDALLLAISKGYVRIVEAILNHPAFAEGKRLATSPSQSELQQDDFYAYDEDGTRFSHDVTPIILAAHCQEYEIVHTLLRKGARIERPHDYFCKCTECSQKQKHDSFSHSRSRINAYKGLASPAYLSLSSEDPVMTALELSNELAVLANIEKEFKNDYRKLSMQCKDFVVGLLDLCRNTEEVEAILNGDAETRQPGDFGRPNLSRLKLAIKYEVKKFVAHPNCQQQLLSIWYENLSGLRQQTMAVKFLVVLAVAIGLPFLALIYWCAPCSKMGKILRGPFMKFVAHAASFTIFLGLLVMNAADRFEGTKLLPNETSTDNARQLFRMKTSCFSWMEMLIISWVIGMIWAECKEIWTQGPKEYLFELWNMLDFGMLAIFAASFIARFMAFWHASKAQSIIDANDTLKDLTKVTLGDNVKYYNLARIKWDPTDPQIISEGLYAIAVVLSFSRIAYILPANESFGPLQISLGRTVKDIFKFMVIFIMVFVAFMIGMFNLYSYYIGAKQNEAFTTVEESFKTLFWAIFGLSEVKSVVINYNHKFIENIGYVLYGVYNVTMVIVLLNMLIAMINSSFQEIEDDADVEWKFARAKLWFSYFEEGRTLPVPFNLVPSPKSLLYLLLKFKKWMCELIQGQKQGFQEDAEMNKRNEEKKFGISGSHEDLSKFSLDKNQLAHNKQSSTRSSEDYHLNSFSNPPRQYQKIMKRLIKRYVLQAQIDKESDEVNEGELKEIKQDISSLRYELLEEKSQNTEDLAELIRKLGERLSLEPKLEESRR
TRPC6 inh: mouse TRPC6 channel inhibitors, primary screen, cell-based, HEK293, membrane potential dye; Short transient receptor potential channel 6 (Mus musculus), Q61143; ACh-evoked depolarization; stronger effect = lower value; B-score at 10 µM; 1.1% of 310,000 active; AID 2553, 2010;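 active means B-score under library mean minus 3 SD, initial fluorescence not abnormally high, positive integrated signal ratio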;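 further: B-score derived from integrated fluorescence ratio over the kinetic read; more negative B-score means stronger inhibition of depolarization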
ANO1 activ: TMEM16A chloride channel activators or potentiators, primary screen, cell-based, HTS; 0.3% of 340,000 active; Anoctamin-1 (Mus musculus), Q8BHY3; AID 623877, 2012; HEK293 TMEM16A/YFP-H148Q/I152L, iodide quench fluorescence; stronger effect = lower value; B-score at 10 µM;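 active means fluorescence-ratio B-score plate-corrected deviation score at least 3 library SD below zero, with starting fluorescence score within 5 deviations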;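 further: channel opened by trigger with iodide after compound preincubation; score built on the fluorescence ratio of max minus min over baseline; more negative score means more quench and so TMEM16A activation or potentiation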
An asterisk follows results filed as active; i = inactive; nt = not tested or not shown.

SMILES	MrgX1 PAM	HDAC3 inhib	RGS4 inh	MrgX1 ag	RGS4 pot	SKKanGAS inh	MrgX1 antagonist	TMEM16A inh	TRPC6 activator	TRPC6 inh	ANO1 activ
O=C(c1ccc(F)cc1)N1C2CCC1CC(O)(c1ccc(F)cc1)C2 (centres undefined)	i	5	i	i	i	14	i	i	i	i	i
O=C(c1cc2cc(Cl)ccc2[nH]1)N1CCCCC1	i	-1	i	i	i	2	i	i	i	i	i
COc1cc(/C=N/Nc2nc3ccccc3[nH]c2=O)ccc1O	i	6	i	i	i	-6	i	i	i	i	i
O=C(Nc1ccc2oc(=O)ccc2c1)c1cccnc1	i	1	i	i	i	-2	i	i	i	-6.3*	i
CCOP(=O)(OCC)c1nc(-c2cccc3ccccc23)oc1NCc1ccc(OC)cc1	i	-60	i	i	i	57*	i	i	i	i	i
N#Cc1ccc(C(=O)OCC(=O)NC2CCCC2)cc1	i	5	i	i	i	-1	i	i	i	i	i
N#Cc1c2n(c3c(=O)n(CC(=O)c4ccc([N+](=O)[O-])cc4)cnc13)CCCCC2	i	-2	i	i	i	-3	i	i	i	i	i
Cc1cc(NC(=O)CCC(=O)N(Cc2ccco2)C(C(=O)NC2CCCCC2)c2ccccc2)no1 (centres undefined)	i	4	i	i	i	2	i	i	i	i	i
CCCC(=O)Nc1ccc(NC(=O)c2cccc(OC)c2)cn1	i	-5	i	i	i	1	i	i	i	i	i
CCc1nnc(NS(=O)(=O)c2ccc(N/C=C\C(=O)c3ccc(C)cc3)cc2)s1	i	3	i	i	i	23	i	i	i	i	i
COCCSc1nc2c(c(=O)[nH]c(=O)n2C)n1CCCc1ccccc1	i	-1	i	i	i	0	i	i	i	i	i
CC(C)(C)OC(=O)N1CCC[C@H]1c1nnc(SC/C=C/c2ccccc2)o1	i	6	i	i	i	2	i	i	i	i	i
COc1cccc2sc(N(CCCN(C)C)C(=O)COc3ccc(Cl)cc3)nc12	i	nt	i	i	i	-1	i	i	i	i	i
COc1cccc2c(SCC(=O)N/N=C/c3ccc(O)c(O)c3)cc(C)nc12	i	7	i	i	i	20	i	i	i	i	i
CC(=O)c1ccc(NC(=O)N[C@@H](Cc2ccccc2)C(=O)O)cc1	i	5	i	i	i	4	i	i	i	i	i
Oc1ccccc1/C=N/NC1=NCCCCC1	i	1	i	i	i	-8	i	i	i	i	i
S=c1[nH]c2cnccc2n1Cc1ccccc1	i	-1	i	i	i	-3	i	i	i	i	i
COc1ccccc1/C=C(\C#N)C(=O)c1cccn1C	i	8	i	32*	i	2	i	i	i	i	i
Fc1ccccc1CN1CCCC(NC2CCC2)C1 (centres undefined)	i	4	6.9*	i	i	-2	i	i	i	i	i
Cc1ccc(-n2c(SCC(=O)NCc3cccs3)nnc2-c2ccoc2C)cc1	i	1	i	i	i	-2	i	i	i	i	nt
COc1cccc(C2C(C#N)=C(N)OC3=C2C(=O)CCC3)c1OC(=O)c1ccco1 (centres undefined)	i	3	i	i	i	-16	i	i	i	i	i
O=C1C2CCCN2C(=O)N1CCN1CCN(CCO)CC1 (centres undefined)	i	3	i	i	i	-4	i	i	i	i	i
CSc1ccc(C2NC(=O)CCC2[N+](=O)[O-])cc1 (centres undefined)	i	3	i	i	i	3	i	i	i	i	i
Cc1sc2ncnc(N3CCC(C(=O)Oc4cccc(Cl)c4Cl)CC3)c2c1C	i	-4	i	i	i	5	i	i	i	i	i
O=C(CSc1cn(CCNC(=O)c2ccccc2F)c2ccccc12)NCC1CCCO1 (centres undefined)	i	-7	i	i	i	-1	i	i	i	i	i
COC(=O)c1c(NC(C)=O)sc2c1CCN(Cc1ccccc1)C2	i	-5	i	i	i	-2	i	i	i	-5.5*	i
CC(=O)NCCc1nc2cc(NC(=O)COc3ccc(C)cc3)ccc2n1C	i	-10	i	i	i	-6	-6.7*	i	i	i	i
CCOc1ccc(NCC(=O)N/N=C/C=C/c2ccccc2)cc1	i	-5	i	i	i	-4	i	i	i	i	i
Cc1cc(C)n2nc(SCC(=O)NC3CCCC(C)C3C)nc2n1 (centres undefined)	i	-3	i	i	i	-3	i	i	i	i	i
Cc1nn2c(NCc3cccnc3)c3c(nc2c1-c1ccccc1)CCC3	i	5	i	i	i	8	i	i	i	i	i
COc1cc(/C=C/c2ccc3c([N+](=O)[O-])cccc3n2)ccc1OCC(=O)O	i	9	i	i	i	5	i	i	i	i	i
Cc1cc(NC(=O)/C=C/C(=O)N(CC(=O)NC2CCCC2)c2cccc3ccccc23)no1	i	3	i	i	i	15	i	i	i	i	i
CCc1cc2cc(C(=O)N3CCN(Cc4ccccc4)CC3)sc2s1	i	14	i	i	i	10	i	i	i	i	i
COc1ccc(C2=NOC3(CC(=O)N(c4ccc(F)cc4)C3=O)C2)c(OC)c1 (centres undefined)	i	3	i	i	i	8	i	i	i	i	i
Cc1ccc(S(=O)(=O)Nc2ccc(C(=O)OCC(=O)N(CCC#N)c3ccccc3)cc2)cc1C	i	0	i	i	i	8	i	i	i	i	i
CCOC(=O)c1cnc(SCc2cccc3ccccc23)nc1N	i	6	i	i	i	-12	i	i	i	i	i
CCCCN(CC)CCNC(=S)Nc1ccc2nc(N3CCN(C)CC3)cc(C)c2c1	i	-2	i	i	i	-2	i	i	i	i	i
COc1ccc(-c2csc(NC(=S)NC(=O)c3ccc(S(=O)(=O)N(C)C)cc3)n2)cc1OC	i	-4	i	i	i	5	i	i	i	i	i
O=C(Nc1ccc2[nH]ncc2c1)c1cccc(F)c1	i	-8	i	i	i	-4	i	i	i	i	i
C=CCn1c(-c2ccc(N)cc2)nc2ccccc21	i	-42	i	i	i	3	i	i	i	i	i
CC(=O)N1CCN(c2ccc(Nc3ncnc4c3oc3ccccc34)cc2)CC1	i	6	i	i	i	21	i	i	i	i	i
C/C(=N/NC(=O)C1CC1(c1ccccc1)c1ccccc1)c1cccs1 (centres undefined)	i	1	i	i	i	29	i	i	i	i	i
COc1ccc(CCNc2nc3ccccc3n3cnnc23)cc1OC	i	nt	i	i	i	-8	i	i	i	i	i
COCCn1nnnc1SCC(=O)N1CCCCC1	i	0	i	i	i	-3	i	i	i	i	i
O=C(O)c1cc(-c2cccs2)nn1-c1cccc(Cl)c1	i	3	i	i	i	-8	i	i	i	i	i
COc1ccccc1C(=O)O/N=C(/c1ccncc1)c1ccc([N+](=O)[O-])cc1	i	3	i	i	i	6	i	i	i	i	i
COc1ccc(NC(=O)CSc2nc(SC)ns2)cc1	i	2	i	i	i	7	i	i	i	i	i
COc1ccccc1NC(=O)c1cccc(S(=O)(=O)N2CCOCC2)c1	i	12	i	i	i	-1	i	i	i	i	i
CN1C(C(=O)NCc2ccco2)CC2Cn3c(nc4cc5ccccc5cc43)C21 (centres undefined)	i	-3	i	i	i	5	i	i	i	i	i
NC(=O)c1cccc(CS(=O)(=O)c2ccc(Cl)cc2)c1	i	-2	i	i	i	-3	i	i	i	i	i
Continued:
SMILES	MrgX1 PAM	HDAC3 inhib	RGS4 inh	MrgX1 ag	RGS4 pot	SKKanGAS inh	MrgX1 antagonist	TMEM16A inh	TRPC6 activator	TRPC6 inh	ANO1 activ
CCn1nc(C(=O)NNC(=O)COc2ccccc2C)c2ccccc2c1=O	i	-8	i	i	i	3	i	i	i	i	i
O=S(=O)(c1ccc(S(=O)(=O)N2CCC3(CC2)OCCO3)cc1)N1CCCC1	i	nt	i	i	i	0	i	i	i	i	i
COc1ccc(C(=O)n2cnc3ccccc32)cc1[N+](=O)[O-]	i	5	i	i	i	-3	i	i	i	i	i
COc1ccccc1CN1CC(C(=O)N(C)CCOc2ccccc2)CCC1=O (centres undefined)	i	-5	i	i	i	-6	i	i	i	i	i
CCc1ccc2[nH]c(=O)c(C(c3nnnn3CCOC)N3CCN(c4ccccc4F)CC3)cc2c1 (centres undefined)	i	-5	i	i	i	2	i	i	i	i	i
c1cncc(CSc2ccc(-c3cccnc3)nn2)c1	i	13	i	i	i	-3	i	i	i	i	i
CCS(CC)=NS(=O)(=O)c1ccc(NC(C)=O)cc1	i	nt	i	i	i	1	i	i	i	i	i
O=C(NC1CCCC1)C(c1ccncc1)N(C(=O)Cc1cccs1)c1cccc(F)c1 (centres undefined)	i	-3	i	i	i	3	i	i	i	i	i
O=C(NCc1ccc2c(c1)OCO2)c1ccccn1	i	-1	i	i	i	3	i	i	i	i	i
O=C(NCC1CCCO1)c1ccc(F)c2ccccc12 (centres undefined)	i	2	i	i	i	-5	i	i	i	i	i
Nc1nc(N2CCOCC2)nc(N(c2ccccc2)c2ccccc2)n1	i	-2	i	i	i	-5	i	i	i	i	i
COC(=O)CSc1ncc(OC)c(OC)n1	i	-3	i	i	i	-5	i	i	i	i	i
Cc1cccc(C(=O)OC(C)C(=O)Nc2ccc(S(=O)(=O)N3CCCC3)cc2)c1O (centres undefined)	i	15	i	i	-7.3*	2	i	i	i	i	i
Cc1nnc(SCC(=O)NC(C)(C)C)n1NCc1ccc(N(C)C)cc1	i	2	i	i	i	2	i	i	i	i	i
CSc1nsc(SC)c1C(=O)NC(=O)Nc1cccnc1	i	7	i	i	i	1	i	i	i	i	i

Hits appear at their usual frequency; any-hit rate near 6.7%.
